Screens from PubChem.
Wee1 degr inh = human Wee1 degradation inhibition, primary screen. P30291. HeLa Luc-Wee1K328M stability, luciferase luminescence; 100% = proteasome inhibitor MG132 effect. reporter increase, % at 5 µM. 1.2% of 220,000 active;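 active = activation above the mean of all tested compounds plus 3 SD, set per screening run, cut at about 8.8% in these data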;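 note: cells exposed to compound for 20 h before luminescence read; 0% = DMSO alone and 100% = MG132 at 30 µM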
S1P4 antag = antagonists of human S1P4 receptor | AID 1510 | O95977 | inhibition, % at 4.98 µM | S1P4-expressing cells, antagonist mode, reporter read-out | 0.26% of 220,000 active; in the data active = inhibition above about 29%;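 note: 0% = wells stimulated with agonist and 100% = vehicle wells without agonist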
Target sequence (O95977 whole entry, looked up): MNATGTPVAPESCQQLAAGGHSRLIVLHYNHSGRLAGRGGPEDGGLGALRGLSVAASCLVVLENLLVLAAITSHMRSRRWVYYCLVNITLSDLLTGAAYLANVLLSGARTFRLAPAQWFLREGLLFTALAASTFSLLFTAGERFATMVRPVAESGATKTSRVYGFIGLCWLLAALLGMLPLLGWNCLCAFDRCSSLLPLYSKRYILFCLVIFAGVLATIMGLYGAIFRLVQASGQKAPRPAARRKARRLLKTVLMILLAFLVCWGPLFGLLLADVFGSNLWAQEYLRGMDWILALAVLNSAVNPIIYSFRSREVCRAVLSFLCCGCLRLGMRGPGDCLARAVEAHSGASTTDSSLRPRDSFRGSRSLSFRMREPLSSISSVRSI
S1P4 agonist = agonists of human S1P4 receptor. O95977. S1P4-expressing cell line, agonist reporter assay. activation, % at 4.98 µM. 0.35% of 220,000 active; in the data active = activation above about 11%;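 note: 0% = DMSO vehicle and 100% = reference agonist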
Ba/F3 V617F tox = lowers viability of Ba/F3 cells expressing EpoR and JAK2V617F. ATP luminescence. inhibition, % at 5.6 µM. 1.1% of 220,000 active. AID 1446;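 active = inhibition above the campaign mean plus 3 SD over all tested compounds, cut at about 24% in these data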;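 note: cytokine-independent growth of Ba/F3 cells driven by EpoR plus mutant JAK2; 0% = DMSO-treated cells and 100% = JAK inhibitor I control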
BaF3 parental = parental Ba/F3 viability inhibition as JAK2V617F counter-screen; CellTiter-Glo ATP luminescence; inhibition, % at 5.6 µM; 1.1% of 220,000 active; AID 1486;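 active = inhibition above a per-campaign cutoff, the mean inhibition of all tested compounds plus 3 SD, cut at about 27% in these data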;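 note: 0% = DMSO wells and 100% = JAK Inhibitor I control wells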
PERK inh = inhibitors of human PERK kinase; CHO PERK-DD fusion, SEAP luminescence translation reporter; AID 1416; Q9NZJ5; 0.17% of 220,000 active; inhibition, % at 5.6 µM;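 active = inhibition above the mean inhibition of all tested compounds plus 3 SD, set separately per screening campaign, cut at about 2.9% in these data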;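 note: PERK kinase domain activated by AP20187 dimerizer at 100 nM; 0% = DMSO with dimerizer and 100% = rapamycin at 8.4 µM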
Mdm2 ligase inh = Mdm2 E3 ligase (human) inhibition | Q00987 | cell-based MDM2 ubiquitination luciferase reporter, 2 h; 0 = plate control, 100 = twice control, blank-subtracted | signal enhancement, % at 5 µM | 0.11% of 210,000 active | AID 1230;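 active = signal enhancement of 30% or more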;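 note: luminescence tracks abundance of the self-degrading MDM2-luciferase fusion protein; higher signal means inhibition of MDM2 E3 ligase activity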
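Material: stable MDM2–luciferase fusion reporter cells / Quantity: 2000 cells/well / Dosing: single 5 µM compound dose, 0.2% final DMSO / Buffer or medium: DMEM / Schedule: 4 h cell settling then 2 h compound exposure, 37 °C / Detection: luminescence with SteadyLite reagent, 15 min at room temperature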
NPY-Y2 PAM-ag = potentiates or activates human NPY-Y2 receptor; P49146; cells expressing NPY-Y2, potentiator/agonist read-out; activation, % at 3.6 µM; 0.45% of 220,000 active; in the data active = activation above about 27%;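 note: cells stimulated with NPY near EC25 plus isoproterenol at EC100; 0% = vehicle plus submaximal agonist and 100% = vehicle plus saturating agonist; some results beyond the cut were filed as inactive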
Target sequence (P49146 whole entry, looked up): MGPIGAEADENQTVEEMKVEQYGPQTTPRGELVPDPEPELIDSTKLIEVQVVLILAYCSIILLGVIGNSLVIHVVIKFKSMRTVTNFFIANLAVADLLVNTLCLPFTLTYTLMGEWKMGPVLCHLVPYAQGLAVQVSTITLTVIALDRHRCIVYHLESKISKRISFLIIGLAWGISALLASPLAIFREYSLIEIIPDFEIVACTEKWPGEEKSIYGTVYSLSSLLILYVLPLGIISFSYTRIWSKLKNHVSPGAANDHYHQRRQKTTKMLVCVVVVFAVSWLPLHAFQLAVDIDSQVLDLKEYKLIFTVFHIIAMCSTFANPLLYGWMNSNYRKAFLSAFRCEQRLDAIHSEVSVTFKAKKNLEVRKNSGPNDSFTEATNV
eIF4E 4G PPI = eIF4E/eIF4G interaction inhibition in translation initiation; P63073+Q04637; TR-FRET eIF4E-eIF4GI(517-606) binding, 2 h; inhibition, % at 21.7 µM; 0.37% of 220,000 active; AID 782;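 active = inhibition above about 30%, limit read from the data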;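 note: 0% = full FRET control wells and 100% = background wells lacking eIF4GI fragment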
Numbers without * were called inactive; / = not tested or not shown; [ ] = remark or other dose.

compound,Wee1 degr inh,S1P4 antag,S1P4 agonist,Ba/F3 V617F tox,BaF3 parental,PERK inh,Mdm2 ligase inh,NPY-Y2 PAM-ag,eIF4E 4G PPI
Cc1ccc2nc(NC(=O)COC(=O)c3ccncc3)sc2c1,3,-21,3.0,-1,7,0.6,1,0,-1
O=C(O)CCC(=O)NCCc1cccc(Cl)c1,-4,-31,2.3,0,11,0.0,8,-2,0
Cc1ccc(C(=O)Oc2coc(CSc3nnc(NC(=O)c4cccs4)s3)cc2=O)cc1C,-2,-16,0.1,-4,3,1.0,7,4,6
CN1CCN(/N=C/c2ccc(-c3ccc([N+](=O)[O-])cc3Cl)o2)CC1,-2,12,-0.5,-3,2,0.5,6,23,4
O=C(CN(c1cccc([N+](=O)[O-])c1)S(=O)(=O)c1ccccc1)NCc1ccccc1,1,-1,0.0,0,0,0.4,-11,4,4[fluorescence artefact?]
CC1=Nn2c(nnc2-c2ccc(F)cc2)SC1,-3,-25,-1.3,3,11,0.4,-9,-7,-5
O=[N+]([O-])c1ccc(N2CCNCC2)c(S(=O)(=O)N2CCOCC2)c1,0,5,1.3,-1,3,1.1,-4,23,-3
Cc1sc2nc(CN3CCOCC3)nc(Oc3ccc(NC(=O)c4ccco4)cc3)c2c1C,-3,12,0.0,-4,-2,-1.0,-27,16,-2
COc1ccc(OC)c(C(=O)c2oc3ccccc3c2NC(C)=O)c1,0,-15,1.5,0,7,1.1,-15,-4,5
CCNC(=S)N1CCN(S(=O)(=O)c2cccc(C(F)(F)F)c2)CC1,-2,-20,-0.2,-3,10,1.2,/,8,1
COc1cccc(C(=O)N(c2ccccc2)C2C=CS(=O)(=O)C2)c1 (centres undefined),-1,-13,0.9,-7,-2,0.5,-7,12,-3
CC(N)C12CC3CC(CC(O)(C3)C1)C2 (centres undefined),1,8,-2.1,-1,4,0.6,-8,-13,5[fluorescence artefact?]
COC(=O)/C=C/c1ccc(-n2ccnc2)cc1,-1,-14,-0.6,-1,-4,0.8,-2,-7,1
O=C(CSc1nnc(-c2ccc(O)cc2)n1Cc1ccco1)c1cccs1,0,-1,0.9,-5,2,-0.3,-7,-3,-3
C#CCn1c(=NC(=O)CN2C(=O)CCC2=O)sc2cccc(C)c21,-1,-14,0.9,-2,0,-0.5,-10,3,4
Cc1ccc(/S(C)=N/S(=O)(=O)c2ccc(C)cc2)cc1 (centres undefined),-2,-12,0.3,2,7,0.6,-19,7,-1
CC(c1ccon1)N(C)C(=O)c1ccc(OC2CCN(C(=O)C3CC3)CC2)cc1 (centres undefined),-3,-3,-0.3,2,7,0.4,-2,-5,1
Clc1ccc(SCCn2cncn2)cc1,-1,-19,-0.4,-4,2,1.2,-11,7,-4
O=c1c(/C=C(\O)c2ccccc2)nc2ccccc2n1-c1ccccc1,4,6,0.9,-4,2,1.6,-15,-1,-3[fluorescence artefact?]
CC1CCN(c2ccccc2NC(=O)c2ccc(F)cc2)CC1,9.5*,4,0.7,-5,2,1.0,-19,-13,8
O=C(CSC(=S)N1CCOCC1)Nc1ncc2c(n1)CCCC2=O,1,-20,0.5,-1,-2,1.8,-11,13,-2
Nn1c(Cc2ccccc2)nc2sc3c(c2c1=O)CCC3,-3,-11,1.1,-2,0,0.5,-10,1,0
Cc1onc(-c2ccccc2)c1C(=O)NCCc1ccc(Cl)cc1,-1,-33,-1.2,0,6,0.2,-7,9,2
Cc1cccc(/C=C(\C(=O)C(=O)O)c2ccc3ccccc3n2)c1,-1,8,1.5,-1,7,0.1,-10,1,0
O=C(CCN1C(=O)C2C3C=CC(C3)C2C1=O)NCc1cccnc1 (centres undefined),-2,-8,0.3,-3,5,1.1,-12,8,7[fluorescence artefact?]
CC1CCCN(CCCNC(=O)c2cc3c(Cl)nc4ccccc4c3s2)C1 (centres undefined),-1,-3,-2.2,63*,18,0.5,-23,-14,0
COc1ccc(C(=S)N2CCCC2)cc1C,-2,-10,-0.8,-1,2,0.2,-7,-8,2
Nc1nccc(-c2ccc(-n3cnc4ccccc43)cc2)n1,7,-5,4.1,3,5,0.1,-23,-6,8
NNc1nc(-c2ccccc2)c2ccccc2n1,-2,-19,2.4,-2,6,0.0,-9,9,-4
COC(=O)c1ccc(COc2ccc(/C=N/NC(=O)C(=O)Nc3ccc(OC)cc3)cc2OC)o1,0,1,1.1,1,0,0.7,-4,-4,-4

Overlap with the part before: two compounds, followed by the next part.
compound,Wee1 degr inh,S1P4 antag,S1P4 agonist,Ba/F3 V617F tox,BaF3 parental,PERK inh,Mdm2 ligase inh,NPY-Y2 PAM-ag,eIF4E 4G PPI
NNc1nc(-c2ccccc2)c2ccccc2n1,-2,-19,2.4,-2,6,0.0,-9,9,-4
COC(=O)c1ccc(COc2ccc(/C=N/NC(=O)C(=O)Nc3ccc(OC)cc3)cc2OC)o1,0,1,1.1,1,0,0.7,-4,-4,-4
O=C(CSc1nnc(-c2cccs2)n1-c1cccc(Cl)c1)c1cccc2c1OCCO2,7,-8,0.9,-4,1,1.0,-3,-3,-54[fluorescence artefact?]
COc1ccc(OCC(=O)Nc2cccc(NC(=O)c3ccco3)c2)cc1,-2,-12,1.6,-1,-1,-0.7,-26,3,-1
COc1ccc(C2CC(c3ccccc3)=NN2C(=O)COC(=O)c2cccc(S(=O)(=O)N3CCOCC3)c2)cc1 (centres undefined),-1,8,2.3,0,4,0.6,-11,-7,-1[fluorescence artefact?]
CC(OC(=O)c1ccc(S(=O)(=O)N(C)c2ccccc2)cc1)C(=O)NCCC1=CCCCC1 (centres undefined),-2,-7,0.4,1,5,0.5,2,3,12
O=C1NC(=S)SC1=C1CCCC1,-1,-27,1.6,1,2,-1.2,-11,-14,-4
Cc1cc(NC(=O)CCC(=O)N(c2cccnc2)C(C(=O)NC2CCCC2)c2ccccc2)no1 (centres undefined),-1,-16,0.2,2,2,-0.7,-5,4,0
COc1ccc(C2C=C(C)Nc3nc(SC)nn32)cc1 (centres undefined),2,10,0.2,1,0,1.5,-8,13,0
CCOCCCNCc1ccc(OCc2ccccc2C)c(OC)c1,-2,-14,-0.8,0,7,0.5,-6,1,-10
N#Cc1nc(Cc2cccc3ccccc23)oc1NCc1ccco1,-2,5,-0.2,-2,4,0.4,0,7,-1
COc1ccc(N=C2SC(CC(=O)Nc3ccccc3)C(=O)N2CCN2CCOCC2)cc1 (centres undefined),2,-11,0.0,5,2,0.0,-4,-15,-7
Cc1noc(C)c1COc1ccc(C(=O)OCC(=O)Nc2ccc3ccccc3c2)cc1,2,11,-2.2,-1,3,0.3,-5,-22,-1
O=C(c1ccccc1)N1CCCCC(Sc2nnnn2-c2ccccc2)C1=O (centres undefined),-3,0,-1.2,0,-1,0.0,/,-6,2
Cc1cc(=O)n2[nH]c(C)c(-c3ccc(Cl)cc3)c2n1,2,-8,-0.8,4,4,-1.9,4,-5,6
Cc1ccc(NC(=O)N2CCCC2C(=O)NCCC2=CCCCC2)cc1 (centres undefined),-4,-14,0.2,-3,-1,1.5,-25,14,-2
O=C(CNC(=O)c1ccccc1O)N/N=C/c1cc(Br)ccc1OC(=O)/C=C/c1ccco1,2,3,0.5,-1,3,0.0,-5,-1,3
CCOC(=O)c1sc(NC(NC(=O)c2ccco2)(C(=O)OC)C(F)(F)F)nc1C (centres undefined),-2,0,1.8,-3,0,-0.1,-9,-13,5
CCCCNC(=O)CN1C(=O)NC2(CCCc3ccccc32)C1=O (centres undefined),4,-8,-0.6,-2,4,1.1,-15,-9,6
Cc1ccn(Cc2n[nH]c(=S)n2Cc2ccccc2)n1,-2,-9,0.6,-3,6,0.8,-20,0,6
O=C1CC(C(F)(F)C(F)(F)C(F)(F)F)=Nc2ccccc2N1,2,-13,-0.1,-3,-1,0.3,5,8,5
CCOC(=O)N1CCC(N(CCN(C)C)C(=S)Nc2ccc(F)c(Cl)c2)CC1,1,7,0.2,7,12,0.2,-4,4,-1
O=C1[C@@H]2[C@H](C(=O)N1O)[C@H]1C=C[C@@H]2C1,0,-1,0.2,-3,4,1.7,-5,4,4[fluorescence artefact?]
O=C(NCc1ccco1)c1cc(-c2ccccc2)c(N2CCOCC2)s1,-3,-37,0.5,-1,1,-0.2,-11,23,6
Cc1cc(=O)[nH]c(-n2nc(C)cc2C)n1,1,-32,-1.0,1,0,-0.3,-18,10,-6[fluorescence artefact?]
c1cncc(-c2nnc3n2CCC3)c1,-2,-13,0.9,-1,5,0.6,-15,-8,-7
CSc1nnc(NC(=O)c2cc(=O)c3cc(C)cc(C)c3o2)s1,4,-5,0.5,-3,0,0.5,-11,-16,0
CCC(C)OC(=O)c1[nH]c2c(c1C)C(=O)CC(c1ccc(N(C)C)cc1)C2 (centres undefined),4,-4,0.4,3,6,-0.6,-21,2,-4
Cc1c(/C=N/NC(=O)c2sc3ccccc3c2Cl)cnn1C,-2,0,2.9,2,3,-1.1,19,-11,5
O=C(COc1cccc2c1CCN(Cc1ccccc1F)C2=O)N1CCOCC1,-1,-8,2.6,-4,3,-0.8,6,3,2
Cc1cccc(C)c1NC(=O)CSc1nc(C)c(CC(=O)c2ccc(Br)cc2)c(C)c1C#N,-1,-2,1.4,4,4,0.9,-3,-17,-61[fluorescence artefact?]
CCCC1CCc2c(sc(NC(=O)c3cccs3)c2C(N)=O)C1 (centres undefined),2,2,0.3,1,0,0.5,4,7,-6
O=C(c1ccccn1)N(Cc1ccco1)C1(C(=O)NC2CCCCC2)CCCCC1,1,-8,0.3,-6,1,0.5,-17,1,2
CC(Sc1nnnn1C)C(=O)Nc1ccc2c(c1)OCCO2 (centres undefined),1,5,-0.1,-2,3,-0.2,-16,-2,-2
O=C(COC(=O)/C=C/c1ccccc1[N+](=O)[O-])NC1CCS(=O)(=O)C1 (centres undefined),2,-21,1.5,-3,4,0.6,-6,-5,-4
O=C(Nc1ccc(F)cc1)Nc1nnc(-c2ccco2)s1,2,-8,1.1,-1,4,0.2,5,1,4
O=C(N/N=C\c1cccs1)c1sccc1-n1cccc1,-2,2,-2.7,-4,0,0.7,-20,-7,3
CCC(=O)Nc1ccc(-c2ccc(NC(=O)CC)c(OC)c2)cc1OC,3,0,0.4,-1,4,0.2,-1,-2,-2
C=CCOc1ccc(S(C)(=O)=O)cc1,3,-12,0.4,1,-2,-0.3,/,15,20
O=C(c1cc(Cl)cc(Cl)c1)N1CCC(=O)N(C(COCc2ccccc2)Cc2ccccc2)CC1 (centres undefined),0,11,0.6,6,7,-0.6,/,-1,0[fluorescence artefact?]
C[C@]12CC[C@@H]3c4ccc(O)cc4CC[C@H]3[C@@H]1C[C@@H](O)[C@@H]2O[C@@H]1O[C@H](C(=O)O)[C@@H](O)[C@H](O)[C@H]1O,-1,-15,0.4,-2,-2,0.5,/,5,-1
O=C(CN1NS(=O)(=O)c2ccccc2C1=O)Nc1ccccc1OC(F)F,-3,21,-1.6,1,4,0.9,-11,-8,2
